From PubChem BioAssay
LMP1 NFkB inh: EBV LMP1-driven NF-kappaB luciferase reporter inhibitors, primary screen, cell-based, luminescence, single point. 350,000 tested, 0.69% active. AID 504558, 2011. LMP1-induced NF-kappaB luciferase reporter cells. inhibition, % at 12.5 µM; in the data active = inhibition above about 41%;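 note: 0% = neutral control wells and 100% = reference inhibitor control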
NR2F2 inh: NR2F2 transcriptional activity inhibitors, primary screen, cell-based, luciferase reporter, HEK293T, luminescence; COUP transcription factor 2 (Homo sapiens), P24468; HEK293T NGFI-A luciferase reporter; inhibition, % at 8.6 µM; 370,000 tested, 0.7% active;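 active = inhibition above a per-plate cutoff, mean inhibition of test wells between control levels plus 3 SD, cut at about 38% in these data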;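 note: cells cotransfected with COUP-TFII expression vector driving the NGFI-A reporter; 0% = median of COUP-TF2 test wells and 100% = reporter-only cells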
TWEAK-Fn14 inh: inhibitors of TWEAK-Fn14 signaling, primary screen, luciferase reporter cells, uHTS | TWEAK-stimulated Fn14 reporter cells, luciferase luminescence, 8 h | inhibition, % at 10 µM | 360,000 tested, 2% active | AID 1159606, 2016; in the data active = inhibition above about 50%
SRC1 inh: SRC1 coactivator transcriptional activity inhibitors, primary screen, cell-based, luminescence; Nuclear receptor coactivator 1 (Homo sapiens), Q15788; HEK293 GAL4-SRC1 luciferase reporter; inhibition, % at 3.6 µM; 360,000 tested, 0.12% active;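 active = inhibition above the campaign mean plus 3 SD, with each screening campaign given its own cutoff, cut at about 60% in these data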;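 note: 0% = DMSO treated cells and 100% = gossypol at 36 µM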
Target sequence (Q15788 whole entry, looked up, the tested form may be a part): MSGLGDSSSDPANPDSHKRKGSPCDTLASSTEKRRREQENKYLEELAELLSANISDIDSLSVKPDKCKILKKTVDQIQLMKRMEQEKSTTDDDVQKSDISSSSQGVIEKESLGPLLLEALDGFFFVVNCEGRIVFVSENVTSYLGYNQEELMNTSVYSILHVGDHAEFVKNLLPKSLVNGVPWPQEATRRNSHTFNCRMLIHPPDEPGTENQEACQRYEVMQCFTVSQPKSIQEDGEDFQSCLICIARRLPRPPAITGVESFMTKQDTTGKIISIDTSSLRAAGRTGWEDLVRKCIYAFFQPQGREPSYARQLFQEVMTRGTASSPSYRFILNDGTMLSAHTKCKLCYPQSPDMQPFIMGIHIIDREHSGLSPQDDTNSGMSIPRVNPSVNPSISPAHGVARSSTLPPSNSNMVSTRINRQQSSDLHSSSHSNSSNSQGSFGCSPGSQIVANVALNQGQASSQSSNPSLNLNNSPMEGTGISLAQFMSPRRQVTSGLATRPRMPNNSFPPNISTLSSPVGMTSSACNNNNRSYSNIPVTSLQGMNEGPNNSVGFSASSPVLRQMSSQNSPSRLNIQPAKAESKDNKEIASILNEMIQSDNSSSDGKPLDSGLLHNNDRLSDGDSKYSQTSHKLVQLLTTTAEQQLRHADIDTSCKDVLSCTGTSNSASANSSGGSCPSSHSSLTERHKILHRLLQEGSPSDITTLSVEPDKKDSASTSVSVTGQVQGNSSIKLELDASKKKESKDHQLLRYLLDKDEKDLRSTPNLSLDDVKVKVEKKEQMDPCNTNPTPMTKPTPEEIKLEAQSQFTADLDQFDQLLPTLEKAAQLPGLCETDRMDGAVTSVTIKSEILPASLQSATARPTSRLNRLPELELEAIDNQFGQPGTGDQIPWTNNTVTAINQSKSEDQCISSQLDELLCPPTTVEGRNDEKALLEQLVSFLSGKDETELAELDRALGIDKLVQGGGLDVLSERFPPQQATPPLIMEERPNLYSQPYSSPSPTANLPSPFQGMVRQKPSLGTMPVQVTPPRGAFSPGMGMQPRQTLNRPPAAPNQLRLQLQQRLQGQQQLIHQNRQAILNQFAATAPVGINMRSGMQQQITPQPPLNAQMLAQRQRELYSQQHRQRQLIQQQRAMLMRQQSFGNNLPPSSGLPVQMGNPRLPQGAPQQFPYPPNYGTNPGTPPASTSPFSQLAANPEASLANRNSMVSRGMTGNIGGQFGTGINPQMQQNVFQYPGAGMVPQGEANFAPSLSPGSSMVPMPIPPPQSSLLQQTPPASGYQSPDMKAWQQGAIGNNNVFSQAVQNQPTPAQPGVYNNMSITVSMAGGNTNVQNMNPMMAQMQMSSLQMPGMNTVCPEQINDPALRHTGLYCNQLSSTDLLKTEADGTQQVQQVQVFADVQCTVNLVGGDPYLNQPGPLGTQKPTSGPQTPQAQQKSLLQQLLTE
NCOA2 inhibitor: inhibition of GAL4-SRC2 driven luciferase reporter, primary screen, SRC2 inhibitor project, cell-based, luminescence | Nuclear receptor coactivator 2 (Homo sapiens), Q15596 | AID 651957, 2012 | 370,000 tested, 0.17% active | HEK293 GAL4-SRC2 luciferase reporter | inhibition, % at 9 µM;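 active = inhibition above the mean inhibition of all tested compounds plus 3 SD, set per campaign, cut at about 52% in these data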;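 note: 0% = DMSO treated cells and 100% = cells given Gossypol at 36 µM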
C8 TRAIL sens: viability loss with TRAIL in NB7+C8 cells, primary screen, TRAIL sensitizer project, cell-based, ATPlite luminescence | 360,000 tested, 1% active | inhibition (viability loss, TRAIL sensitization), % at 10 µM | AID 624354, 2012;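 active = compounds causing at least 50% loss of cell viability in the single-dose screen, relative to plate controls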
KKLEB cytotox: cytotoxicity in KKLEB CF airway cells, primary screen, cytotoxicity control for CF NF-kB inhibitor project, cell-based, uHTS, fluorescence assay plates. KKLEB CF airway cells viability, ATPlite luminescence, overnight; hits give low values; cells stimulated with P. aeruginosa culture filtrate. activity change (cytotoxicity), % at 5 µM. 360,000 tested, 0.36% active. AID 602141, 2011;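 active = corrected activity change at or below -50% at 5 µM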
CF NFkB block: inhibitors of PAF-induced NF-kB signaling, primary screen, cell-based, GFP fluorescence, uHTS. KKLEB NF-kB-GFP reporter, GFP fluorescence overnight. inhibition, % at 5 µM. 360,000 tested, 0.86% active. AID 588850, 2011;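 active = at least 50% inhibition at 5 µM, scaled per plate between neutral and stimulator controls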;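 note: PAF is a Pseudomonas aeruginosa culture filtrate used as stimulus; plate controls were PAF-stimulated DMSO wells for no effect and unstimulated DMSO wells for full effect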
TROY signal inh: inhibitors of TROY-driven NF-kB signaling, primary screen, Q293 LMP1-TROYcd cells, NF-kB luciferase, uHTS | Q293 LMP1-TROYcd NF-kB luciferase reporter, 4 h | inhibition, % at 10 µM | 360,000 tested, 0.98% active | AID 1347056, 2019;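 active = compounds whose plate-normalised and pattern-corrected inhibition of the luciferase reporter signal at the single screening dose is 50% or more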
NR5A2 inv ag: LRH-1 (NR5A2) inverse agonists, primary screen, cell-based, luminescence, HEK293T, StAR-luciferase reporter; LRH-1 transfected, 24 h; inhibition, % at 3.6 µM; 360,000 tested, 0.13% active; AID 602396, 2012;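 active = inhibition above the mean inhibition of all tested compounds plus 3 SD, cut at about 73% in these data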;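 note: 0% = DMSO wells and 100% = reporter-only cells lacking LRH-1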
SRC3 inh: SRC3 coactivator transcriptional activity inhibitors, primary screen, cell-based, luminescence. HEK293 GAL4-SRC3 luciferase reporter. inhibition, % at 3.6 µM. 360,000 tested, 0.17% active;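 active = inhibition above a per-campaign cutoff, the mean of all compounds plus 3 SD, cut at about 60% in these data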;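 note: 0% = DMSO-treated cells and 100% = gossypol-treated cells at 36 µM; higher means less SRC3-driven luciferase light from the GAL4 reporter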
Starred values were filed as active, the others as inactive; . = not tested or not shown.

SMILES	LMP1 NFkB inh	NR2F2 inh	TWEAK-Fn14 inh	SRC1 inh	NCOA2 inhibitor	C8 TRAIL sens	KKLEB cytotox	CF NFkB block	TROY signal inh	NR5A2 inv ag	SRC3 inh
Cc1ccc(C(=O)Oc2ccc(Br)cc2C(=S)N2CCOCC2)cc1	-7	-10	20	0	-23	-11	7	1	-2	-8	-7
CC(Sc1nc(-c2ccccc2)cc(C(F)(F)F)n1)C(=O)Nc1sc2c(c1C#N)CCC2 (stereo unspecified)	-4	.	-17	-10	.	6	-12	2	2	-10	8
COCCNC(=O)COc1ccc(Br)cc1Cl	-5	.	-10	-26	.	7	-2	7	-6	-17	-23
Cc1ccccc1-c1csc(C(C)(O)c2ccccc2)n1 (stereo unspecified)	.	-6	9	-19	9	9	-6	11	0	20	8
O=C(c1ccc(S(=O)(=O)c2ccccc2Cl)c([N+](=O)[O-])c1)N1CCN(Cc2ccccc2)CC1	24	35	74*	-19	16	21	-6	34	34	18	16
CCn1c(SCC(=O)NCCc2ccccc2)nnc1-c1ccco1	-8	11	-5	-10	-3	9	1	2	-2	3	4
OC(Cn1nnc2ccccc21)Cn1c(C(F)(F)F)nc2ccccc21 (stereo unspecified)	4	-13	8	3	23	42	-3	1	19	10	-17
CC(=O)Nc1ccc(NC(=O)CSc2nnc(N)n2-c2ccccc2)cc1	22	-3	-12	-13	8	12	1	3	-1	-17	2
CCN(CC)C(=O)C1CCCN(C(=O)c2oc3ccc(C)cc3c2C)C1 (stereo unspecified)	-12	-21	11	-19	11	-1	-7	19	-20	3	10
Cn1ncc(Cl)c(Oc2ccccc2)c1=O	3	.	9	9	.	4	1	21	20	0	24
COC(=O)Cc1c(O)ccn(Cc2cccc3ccccc23)c1=O	6	-15	7	7	6	-26	5	-13	9	5	-2
CC(C)CN(C(=O)c1ccco1)C1CCS(=O)(=O)C1 (stereo unspecified)	0	-13	-7	-8	-14	5	6	-1	2	11	15
CN(C)c1ccnc(NCc2ccccc2)c1C#N	-3	-1	-9	1	-13	-16	-3	5	-35	-8	-8
CCCc1ncc(C(=O)c2ccc(OC)cc2)n1C	0	-40	-4	0	6	15	13	5	1	-51	-19
CC(C(=O)N1CC2(C)CC1CC(C)(C)C2)N1C(=O)c2ccccc2C1=O (stereo unspecified)	3	2	11	13	11	13	-5	4	-1	23	15
CCOC(=O)c1c(NC(=O)Cn2nc(C(F)F)cc2C(F)F)sc(C)c1C	7	6	8	7	2	1	-3	7	-8	-13	-8
CCCc1c(NC(=O)Nc2ccc(F)cc2)cnn1-c1ccccc1	-8	-58	-28	-32	-9	30	1	-19	-26	-109	-96
COc1ccc(C)cc1NC(=O)CC(O)(C(F)(F)F)C(F)(F)F	-6	-3	4	-42	-24	6	16	6	-1	14	0
Cc1ccc(OCCCCc2c(C)n[nH]c2C)cc1	4	-1	-32	15	3	3	10	3	6	0	1
Cc1cccc(N(Cc2ccccc2)C(=O)CSC(C)C(=O)Nc2cc(C)on2)c1 (stereo unspecified)	7	-1	-35	-4	4	9	19	-6	8	14	-27
CN(C)CCCn1c(SCC(=O)N2c3ccccc3Sc3ccccc32)nc2ccccc2c1=O	-7	-13	-15	-3	-30	-10	-31	41	-7	21	9
O=C(NCc1ccccn1)c1ccc(Cl)s1	-1	-11	4	-8	1	-2	5	2	-33	-19	-21
O=C(Cn1cc(COc2cc(F)cc(F)c2)nn1)c1ccc(O)cc1	-5	-1	-17	-9	-2	3	6	18	-17	-11	-8
CC(=O)OCC1OC(n2c3c(cc(C#N)c2=S)CCCC3)C(OC(C)=O)C(OC(C)=O)C1OC(C)=O (stereo unspecified)	-4	4	7	-3	2	-12	6	-5	3	-8	-8
CSCCC1NC(=O)N(CC(=O)N2CCc3ccccc3C2)C1=O (stereo unspecified)	3	-4	-10	-2	2	-17	3	0	-3	-5	-6

Individual results from above.
`CC(C)CN(C(=O)c1ccco1)C1CCS(=O)(=O)C1` (stereo unspecified) in NCOA2 inhibitor = -14
`CC(C(=O)N1CC2(C)CC1CC(C)(C)C2)N1C(=O)c2ccccc2C1=O` (stereo unspecified) in SRC1 inh = 13

More entries:
SMILES	LMP1 NFkB inh	NR2F2 inh	TWEAK-Fn14 inh	SRC1 inh	NCOA2 inhibitor	C8 TRAIL sens	KKLEB cytotox	CF NFkB block	TROY signal inh	NR5A2 inv ag	SRC3 inh
Oc1ccc2ccc(Cl)cc2c1	4	16	12	-12	21	2	2	-23	-8	6	-2
CCOC(=O)CSc1nc2c(sc(=S)n2-c2ccccc2)c(=O)n1-c1ccc(OC)cc1OC	18	7	10	2	-10	-13	2	-6	11	14	9
CN(C)c1ccc(C(=O)OCC(=O)Nc2ccc(N3CCOCC3)cc2)cc1	-2	0	-1	-6	-8	-7	-6	9	-2	50	-4
COc1cccc(/C=N/NC(=O)c2ccc(OCc3cccc(Br)c3)cc2)c1	4	10	0	-17	1	-28	-6	23	-12	-3	-39
O=C(NCCSCc1c(F)cccc1Cl)c1ccco1	0	-4	0	-15	-17	-3	9	8	-37	-23	-26
CCCNC(=O)Cn1nc(-c2ccccc2OC)ccc1=O	2	4	5	-10	-11	-5	-2	-16	14	-12	-4
Cn1nccc1/C=C(/C#N)S(=O)(=O)c1ccccc1	-2	4	-1	-11	-6	-29	1	15	16	8	-11
O=C(NCC(=O)N(c1cccnc1)C(C(=O)NC1CCCC1)c1ccccc1)c1ccco1 (stereo unspecified)	-2	-4	15	-1	-22	5	6	-16	0	2	-14
Cc1cc(N)ccc1-n1c(C)ccc1C	-3	18	15	-4	-12	-7	-9	9	-22	11	-3
Cn1c(O)c(N=NC(=S)Nc2ccccc2F)c2cc(S(=O)(=O)N3CCOCC3)ccc21	39	4	45	3	2	26	-3	-8	36	-2	4
N#Cc1ccc(C23CC4(C2)[C@H](CN(CC2CCCCC2)[C@@H]4c2ccccc2)C3c2ccccc2)cc1 (stereo partly specified)	7	-12	-24	-6	-12	-1	-15	22	-9	-15	5
O=C1NCC(=O)N2CCC[C@@H]12	8	-14	14	-7	-4	-8	-13	16	-6	-10	13
CCOC(=O)CC1(C)NC(C(=O)O)C(C)(C)S1 (stereo unspecified)	8	15	5	1	-11	3	9	10	-26	2	-9
CC(OC(=O)C1CC1)C(=O)Nc1cc(Cl)cc(Cl)c1 (stereo unspecified)	-6	11	6	-9	15	0	13	-10	10	-9	-4
C/C(=N\NC(=O)C1CCCC1)c1ccc(NC(=O)C(F)(F)F)cc1	.	-12	-2	-32	-39	2	4	12	-10	-69	-37
COc1ccccc1CNS(=O)(=O)c1ccc(S(=O)(=O)NC2CC2)cc1	3	-5	15	-8	12	-6	2	4	6	6	9
COc1ccc(/C=C/C(O)=C(\C#N)c2nnc(N3CCOCC3)n2-c2ccccc2)cc1OC	-8	-7	-8	14	3	-3	0	0	-14	-3	-1
COc1ccc(CCNC(=O)C2c3ccccc3C(=O)N2CCC(C)C)cc1OC (stereo unspecified)	2	-29	-18	6	15	-4	4	-1	0	18	6
COc1ccc(NC(=O)N[C@@H](CCSC)C(=O)O)cc1Cl	0	-1	-11	-2	1	-3	-1	14	5	-21	12
CC(=O)c1cc(C#N)c(SCc2ccccc2)nc1C	-1	-17	-61	-13	-13	5	-3	0	-18	-20	0
CCS(=O)(=O)N1CCN(c2ccc([N+](=O)[O-])c(N3CCOCC3)c2)CC1	-17	9	-9	3	-15	6	-3	8	-8	21	6
Cc1ccc(C(=O)O/N=C(\N)c2cccc([N+](=O)[O-])c2)cc1	-59	-40	3	-115	-46	56*	21	-25	-5	-75	-89
CCOC(=O)c1c(NC(=O)COc2ncnc3ccccc23)sc(C)c1CC	-5	13	1	7	7	4	-8	-10	-9	-7	1
CCN(C(=O)CN1C(=O)NC2(CCCc3ccccc32)C1=O)c1ccc(F)cc1 (stereo unspecified)	-5	-9	3	-4	10	5	-1	-9	6	-8	0
N#Cc1ccsc1NC(=O)CN1C(=O)NC2(CCCC2)C1=O	-11	-5	10	-15	-19	24	5	-11	-29	1	-17
SMILES	LMP1 NFkB inh	NR2F2 inh	TWEAK-Fn14 inh	SRC1 inh	NCOA2 inhibitor	C8 TRAIL sens	KKLEB cytotox	CF NFkB block	TROY signal inh	NR5A2 inv ag	SRC3 inh
O=C(Nc1ccc(N2CCOCC2)cc1Cl)C1CCN(C(=O)OCc2ccccc2)CC1	3	23	-9	-8	-7	19	-1	-11	11	-20	20
COc1ccc(OC)c(/C=N/NC(=O)CSc2cc(C)nc3c(OC)cccc23)c1	9	8	16	-75	2	9	-17	46	6	4	12
CCc1cccc(C)c1NC(=O)CCN1C(=O)NC(C)(C)C1=O	1	1	-3	9	13	21	15	-11	9	2	5
COc1ccc(C2CC(C(F)(F)F)n3nc(C(=O)O)cc3N2)cc1OC (stereo unspecified)	-3	5	-20	7	-1	4	6	4	-12	3	10
Cc1nc2cccc(C)n2c(=O)c1Cl	-2	-2	1	0	20	-12	8	-10	29	-1	12
Cc1ccc(CNc2ccc3c(c2)OCO3)cc1	-15	.	-12	-50	.	40	-13	9	-11	-46	-17
CCCc1cc(=O)n2[nH]c(NCc3ccc(OC)cc3)nc2n1	1	-4	3	5	-1	0	4	17	-1	0	7
Cc1ccc(C2CC(=O)Nc3cc4c(cc32)OCCO4)s1 (stereo unspecified)	-11	17	6	-1	5	-33	-1	-13	2	-8	4
CN(CC(=O)Nc1ccccc1Cl)C(=O)COC(=O)CN1C(=O)NC2(CCCC2)C1=O	2	-1	7	-25	-5	1	-8	17	7	5	10
O=C(Nc1nccs1)c1ccc2c(c1)C(=O)N(Cc1cccnc1)C2=O	-6	10	-16	8	-6	2	6	-8	-19	21	-1
COc1cccc(N2CCN(C(=O)c3ccc(OC)c(S(=O)(=O)NC4CC4)c3)CC2)c1	-15	-29	-29	-13	-17	8	19	-41	-41	-15	0
OCCC1CN(Cc2cnc(-c3ccccc3)s2)CCN1CCc1ccccc1 (stereo unspecified)	1	-2	3	7	-13	2	-10	9	16	8	-12
O=S(Cc1ccccc1)CC(O)(c1ccccc1)c1ccccc1 (stereo unspecified)	1	5	6	-2	-13	-2	6	-7	-13	10	9
Cc1ccc(C2(COC(=O)C(C)C)CO2)c(OC(=O)C(C)C)c1 (stereo unspecified)	1	-6	5	10	13	-2	1	16	-14	1	9
